MCL1-BIM inh = MCL1-BIM-BH3 interaction inhibition (human). inhibition, % at 10.9 µM. 320,000 compounds, 0.68% hits. GST-MCL1 / FITC-Bim-BH3 fluorescence polarization;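 active = inhibition above the mean inhibition of all tested compounds plus 3 SD, set per campaign, cut at about 40% in these data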;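 also: 0% = DMSO wells and 100% = unlabeled Bim-BH3 peptide control; higher means more loss of mP so more displacement of Bim peptide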
GRK2 inh = inhibitors of human GRK2 displacing RNA aptamer. P25098. bead flow cytometry, FAM-aptamer displacement from GRK2. inhibition of aptamer binding, % at 10 µM. 330,000 compounds, 0.59% hits;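 active = inhibition of aptamer binding above 40%, roughly 3 SD of noise, on plates passing a quality check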;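 also: median bead fluorescence of bound FAM aptamer so fluorescent compounds give negative values; no value below 0 was filed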
Target sequence (P25098 whole entry, looked up): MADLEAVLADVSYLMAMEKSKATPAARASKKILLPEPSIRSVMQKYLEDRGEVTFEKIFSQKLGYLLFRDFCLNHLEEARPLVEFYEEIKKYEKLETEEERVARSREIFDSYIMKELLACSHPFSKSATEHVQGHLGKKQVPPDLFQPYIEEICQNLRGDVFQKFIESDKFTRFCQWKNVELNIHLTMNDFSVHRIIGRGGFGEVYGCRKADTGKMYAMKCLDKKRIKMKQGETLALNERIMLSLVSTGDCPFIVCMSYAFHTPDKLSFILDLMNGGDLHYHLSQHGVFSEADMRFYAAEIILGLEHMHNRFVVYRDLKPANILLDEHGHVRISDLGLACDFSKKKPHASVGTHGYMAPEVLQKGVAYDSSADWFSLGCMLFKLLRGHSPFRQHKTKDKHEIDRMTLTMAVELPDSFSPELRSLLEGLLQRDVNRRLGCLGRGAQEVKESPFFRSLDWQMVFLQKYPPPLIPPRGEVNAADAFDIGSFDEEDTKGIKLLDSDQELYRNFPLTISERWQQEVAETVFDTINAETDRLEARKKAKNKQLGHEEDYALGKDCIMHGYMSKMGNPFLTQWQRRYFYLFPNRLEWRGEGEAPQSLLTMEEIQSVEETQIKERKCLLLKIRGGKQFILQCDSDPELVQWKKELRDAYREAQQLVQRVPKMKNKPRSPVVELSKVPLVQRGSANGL
MEX-5 binding = C. elegans MEX-5 TCR-2 RNA binding activity. activity score (negative = inhibition of binding), % at 10 µM. MEX-5/FITC-TCR2 RNA binding, fluorescence polarization; active compounds read low. AID 1832. Q9XUB2. 300,000 compounds, 0.38% hits;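 active = inhibition past about -25% in most replicates, and total fluorescence under double the plate's negative control median, limit read from the data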;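 also: 0% = DMSO and -100% = 5 µM competing unlabeled TCR2 RNA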
GLD-1 RNA inh = GLD-1-TGE RNA interaction inhibition (C. elegans); Q17339; 320,000 compounds, 0.44% hits; inhibition, % at 5.96 µM; AID 2280; purified GLD-1 + fluorescein TGE RNA, fluorescence polarization;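 active = percent inhibition above a per-plate cutoff, the plate mean of test compounds plus 3 SD, cut at about 30% in these data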;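 also: 0% = DMSO wells with GLD-1 and probe and 100% = wells lacking GLD-1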
Bcl-xL primary = Bcl-xL (human) inhibition. Q07817. GST-Bcl-xL / FITC-Bim BH3 peptide fluorescence polarization. inhibition, % at 10.9 µM. 320,000 compounds, 0.7% hits;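 active = inhibition above the mean of all tested compounds plus 3 SD, cutoff set per campaign, cut at about 30% in these data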;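 also: 0% = DMSO wells and 100% = unlabeled Bim-BH3 peptide competitor; inhibitors lower millipolarization by displacing the labeled peptide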
Target sequence (Q07817 whole entry, looked up): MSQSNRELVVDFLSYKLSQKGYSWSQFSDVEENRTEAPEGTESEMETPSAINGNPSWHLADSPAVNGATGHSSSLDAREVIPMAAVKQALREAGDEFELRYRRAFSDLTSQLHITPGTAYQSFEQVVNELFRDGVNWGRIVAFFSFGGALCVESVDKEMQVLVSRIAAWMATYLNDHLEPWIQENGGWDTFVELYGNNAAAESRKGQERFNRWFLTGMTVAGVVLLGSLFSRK
Efflux pump mplx = antifungal efflux pump inhibition, Nile Red retention | AID 485275 | inhibition, % at 10 µM | 330,000 compounds, 0.44% hits | S. cerevisiae Candida pump triplex;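 active = plate passing quality check with inhibition over a set limit, or well fluorescence over plate mean plus 4 SD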;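 also: Nile Red retained in pooled yeast measured as flow cytometry median fluorescence; 0% = buffer negative control and 100% = Enniatin B positive control; higher means more Nile Red kept so more efflux inhibition; some compounds called inactive have numbers as strong as hits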
VLA-4 inh = inhibition in a human VLA-4 binding assay | VLA-4 expressing cells, ligand binding flow cytometry | inhibition, % (about 7 µM as worked out from the volumes in the protocol) | 330,000 compounds, 0.2% hits | AID 2557; in the data active = inhibition above about 50%
Fam108B inh = Fam108B inhibition, counter-screen for RBBP9 inhibitors | recombinant Fam108B, FP-Rh probe fluorescence polarization | inhibition, % at 9.51 µM | 300,000 compounds, 0.33% hits | AID 1947;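 active = inhibition above the screen mean inhibition plus 3 SD, computed separately per campaign, cut at about 18% in these data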;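 also: inhibitors lower polarization as less probe binds the enzyme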
PME-1 inh = PME-1 (human) inhibition; Q9Y570; recombinant PME-1, FP-Rh probe fluorescence polarization; inhibition, % at 5.9 µM; 320,000 compounds, 0.53% hits;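 active = inhibition above the campaign mean of all compounds plus 3 SD, cut at about 26% in these data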;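 also: competitive labeling of PME-1 active site by serine hydrolase directed probe; 0% = PME-1 with DMSO and 100% = wells lacking PME-1 enzyme; inhibitors block probe labeling so polarization falls and inhibition rises; many of its hits are not listed in these tables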
* hit, by the source's call; · = not tested or not shown. Not all compounds are listed (hit frequency here may not be typical).

No.	SMILES	MCL1-BIM inh	GRK2 inh	MEX-5 binding	GLD-1 RNA inh	Bcl-xL primary	Efflux pump mplx	VLA-4 inh	Fam108B inh	PME-1 inh
1	O=C(NNc1ccc(C(F)(F)F)cc1[N+](=O)[O-])c1ccc(NS(=O)(=O)c2ccc(F)cc2)cc1	-6	1	-0.5	11	-3	-0.4	-3	5	9
2	Cc1ccc(NC(=O)Cn2nnc(C(=O)Nc3ccc(F)c(Cl)c3)c2N)cc1	4	0	-1.6	-1	4	0.1	16	-18	-29
3	COc1cccc(/C=N/NC(=O)CNC(=O)CCc2ccccc2)c1O	7	3	1.7	2	3	0.0	2	-5	-10
4	COc1cc(NC(=O)c2cccs2)c(C(=O)OCC(=O)NCc2ccccc2)cc1OC	-17	0	0.3	1	0	-0.2	-19	1	1
5	O=[N+]([O-])c1ccc(Cl)cc1NCc1cccnc1	-4	1	3.7	-2	1	0.1	3	0	6
6	Cc1ccc(N2C(=O)[C@@H]3C(c4cccnc4)=NO[C@@H]3C2=O)cc1	-3	3	-0.3	10	0	0.0	2	2	5
7	CCOc1ccccc1N(CC(=O)NCC1CCCO1)C(=O)CCC(=O)Nc1nccs1 (stereo not given)	-1	1	-0.4	-1	-2	0.0	6	-1	2
8	COc1ccc(NC(=O)CN(C)C(=O)c2cc3c(s2)CCC3)cc1	74*	63*	2.5	6	3	-0.2	7	-1	-1
9	CSc1ccc(C(=S)N2CCN(C(c3ccccc3)c3ccccc3)CC2)cc1	4	0	0.1	4	5	-0.1	0	0	-1
10	Cc1nc(Nc2ccc(S(N)(=O)=O)cc2)sc1C(=O)Nc1ccccc1	5	0	-0.7	-3	3	0.0	3	2	0
11	O=C(c1ccccc1NS(=O)(=O)c1ccc(Br)cc1)N1CCOCC1	·	0	1.4	·	·	0.1	18	·	·
12	CC(=O)/C=C(\C)Nc1ccc(-c2cnc(-c3ccccc3)o2)cc1	3	2	-1.8	-6	5	0.1	33	-1	8
13	COc1cc2c(cc1OC)C1=NC(=O)CN1C(SCc1ccc(C)cc1)=N2	-6	0	-0.4	5	3	0.1	-4	0	8
14	Cc1ccc(C)c(NC(=O)CN(C)C(=O)c2ccncc2)c1	4	5	0.5	-4	5	0.0	15	2	-4
15	O=C1COc2ccc(C(=O)NCc3ccc4c(c3)OCO4)cc2N1	-6	1	0.6	2	-1	0.1	7	1	4
16	Cc1cc(C)nc(NC(=O)c2ccc3c(c2)OCO3)c1	4	0	-1.1	6	1	0.2	-3	2	-5
17	CC(C)CCn1nnnc1C(c1ccccc1F)N1CCC(C(N)=O)CC1 (stereo not given)	8	2	-2.6	-5	2	0.1	-7	1	-3
18	NS(=O)(=O)c1cc(C(=O)NCCOc2ccccc2)c(Cl)cc1Cl	-9	0	0.4	3	-5	0.2	0	-2	4
19	NC(=O)c1cc(S(=O)(=O)NCCc2ccc(Cl)cc2)cs1	1	1	-2.4	0	3	0.1	6	0	-2
20	O=C(CCN1CCOCC1)NNC(=O)Nc1cccc(C(F)(F)F)c1	-2	5	1.3	10	-1	0.1	2	0	-2
21	O=c1oc2ccccc2n1Cc1cccc(F)c1	-22	0	-6.9	-9	-6	0.0	-48	5	0
22	CN(C)C(/C=C/Nc1ccc(Br)cc1)=C(C#N)C#N	0	0	2.8	7	6	-0.1	2	3	6
23	CCN1CC(CN(C)Cc2nc(-c3cccs3)no2)CC1=O (stereo not given)	10	0	-0.6	-5	3	-0.1	-28	-2	-5
24	O=C1CCCN1c1ccc(S(=O)(=O)Oc2cccc(Cl)c2)cc1[N+](=O)[O-]	10	0	-2.3	-2	-1	0.1	10	0	5
25	COCCN(CC(=O)Nc1cccc(C)c1C)C(=O)Cc1sc(C)nc1-c1ccc(F)cc1	-4	0	·	-6	-6	0.3	-31	·	-7
26	CCCCn1nc2cc(C(=O)NCc3ccccc3)ccc2c1OCC	-3	1	-0.1	-1	-1	0.1	24	7	-1
27	O=C(OCC(=O)N(C1CCCCC1)C1CCCCC1)c1ccco1	-8	1	-0.1	4	-3	-0.1	-1	5	-5
28	CCOC(=O)c1nnn2c1nc(N1CCCCC1)c1ccccc12	6	0	1.1	0	7	0.0	-5	9	-2
29	Cc1ccc(CNC(=O)CCS(=O)(=O)c2ccc3c(c2)NC(=O)CO3)cc1	-2	0	-1.5	6	4	-0.1	14	1	1
30	CCOC(=O)c1cc(-c2ccccc2)sc1NC(=O)C(C)OC(=O)c1ccncc1 (stereo not given)	3	4	-1.2	-1	2	-0.5	7	4	-8
31	COc1cc(N2CCCC2)c(OC)cc1C=O	8	0	-0.9	4	5	0.0	-1	2	4
32	Cc1ccc(-c2csc3nnc(SCC(=O)NCc4ccc5c(c4)OCO5)n23)cc1	-5	6	-2.1	1	-2	0.0	22	-3	6
33	COc1cccc(NC(=O)CCCn2nc(C)c3c(C)n(-c4ccccc4)nc3c2=O)c1	-3	1	0.6	-4	-1	0.0	8	3	-3
34	C=C(C)CN(CC)C(=O)COc1ccc(S(=O)(=O)Nc2ccc(OC)cc2)cc1	-1	0	-0.9	-4	5	-0.1	-15	-3	0
35	COc1cc(Cl)ccc1OCc1cc(C(=O)N2CCCCC2c2cccnc2)no1 (stereo not given)	-1	0	3.2	-3	-2	0.2	3	0	2
36	COc1ccc2oc(=O)cc(CN3CCN(Cc4ccc(OC)c(OC)c4OC)CC3)c2c1	·	0	0.0	·	·	-0.1	1	·	·
37	CCN(CC1CCCN(CCc2cccc(OC)c2)C1)C(=O)C=C(C)C (stereo not given)	2	2	-4.3	1	3	-0.1	-5	3	1
38	CCn1c(CNC(C)=O)nnc1SCC(=O)c1ccc(Br)cc1	-1	0	2.8	8	0	0.0	3	-8	0
39	O=C(NCc1cccc(Cl)c1)c1cc(COc2ccc3ncccc3c2)on1	-4	0	4.5	1	-1	0.1	0	-4	-1
40	CCCCc1nc2c(C)c(N)cnc2n1Cc1cccc([N+](=O)[O-])c1	-3	3	0.5	-3	-1	-0.7	-13	0	3
41	C=CCN=C1NN=C(c2cc(C)n(CCOC)c2C)CS1	15	0	0.3	7	15	-0.2	7	3	2
42	N#CCCN(Cc1ccccc1)C(=S)NC(=O)c1ccccc1	0	4	1.6	5	5	0.1	-17	7	1
43	Cc1ccc(/C=N/Nc2cccc3cccnc23)c(O)c1	8	0	0.7	5	8	0.1	-5	0	20
44	COc1ccc(N2CCN(C(=O)Nc3ccc(S(=O)(=O)N(C)C)cc3)CC2)cc1	-1	3	-1.6	2	8	0.2	23	1	9
45	COc1cc(/C=N\NC(=O)C(C)(C)O)ccc1OC/C=C/c1ccccc1	·	3	-2.0	·	·	0.0	13	·	·
46	CCOc1ccc(NC(=O)CSc2nnc(-c3cc(C)[nH]n3)n2N)cc1	5	0	2.2	-5	2	0.3	2	-1	-5
47	C=CCn1c(=O)c(C(=O)Nc2ccc(C)cc2)c(O)c2ccccc21	-1	1	-1.0	-11	-1	0.1	6	-2	1
48	CC(C)c1ccc2c(c1)C(c1cccs1)=NNC(c1ccncc1)=N2	2	2	2.3	-1	1	0.4	14	-1	6
49	CC1(c2ccccc2Cl)NC(=O)N(CC(=O)N2c3ccccc3NC(=O)C2(C)C)C1=O (stereo not given)	-13	8	·	5	-10	0.1	-4	·	5
50	Cc1ccc(C)c(N(CC(=O)NC2CCCC2)C(=O)CCC(=O)Nc2cc(C)on2)c1	-4	2	-3.3	3	-2	0.2	3	1	10
51	Fc1ccc2cnc(-c3ccccc3F)cc2c1	·	3	·	2	·	-0.3	-12	·	·
52	Cc1cccc(C(=O)OCC(=O)N2CCCC2=O)c1O	-2	0	·	-6	-3	0.4	0	·	-6
53	COc1cccc(NC(=O)c2cc3cccc(OC)c3o/c2=N\O)c1	-7	0	0.7	-8	9	-0.1	-14	-5	23
54	N#Cc1cn(CCOc2ccc(F)cc2)c2ccccc12	1	1	0.9	-1	10	0.0	-5	-1	-1
55	CCCc1cc(=O)n(-c2nc3ccccc3s2)[nH]1	10	0	·	1	3	0.0	11	7	0
56	O=C(COC(=O)Cc1ccsc1)Nc1ccc(S(=O)(=O)N2CCOCC2)cc1	1	0	-0.1	0	5	1.3	25	-1	-6
57	COc1ccc(NC(=O)C2CCCN(S(C)(=O)=O)C2)cc1Cl (stereo not given)	15	0	-0.1	4	7	0.1	-10	0	-2
58	CC1(O)N(CCC(=O)Nc2cccc(F)c2)C(=O)OC12CCCCC2 (stereo not given)	1	0	-0.2	2	8	-0.1	0	-3	0
59	CCOc1ccccc1N1CCN(C2=C(NS(=O)(=O)c3cccs3)C(=O)c3ccccc3C2=O)CC1	5	1	-2.8	7	4	-0.1	2	18	2
60	Cc1ccc(NC(=O)Cn2c([N+](=O)[O-])cnc2C)cc1Cl	5	2	0.8	3	2	0.2	2	1	5

Along the list, as entered above:
VLA-4 inh for nos. 25 to 28: -31, 24, -1, -5
Efflux pump mplx for nos. 25 to 28: 0.3, 0.1, -0.1, 0.0

2 compounds drawn at random from those above, as already listed:
No.	SMILES	MCL1-BIM inh	GRK2 inh	MEX-5 binding	GLD-1 RNA inh	Bcl-xL primary	Efflux pump mplx	VLA-4 inh	Fam108B inh	PME-1 inh
32	Cc1ccc(-c2csc3nnc(SCC(=O)NCc4ccc5c(c4)OCO5)n23)cc1	-5	6	-2.1	1	-2	0.0	22	-3	6
43	Cc1ccc(/C=N/Nc2cccc3cccnc23)c(O)c1	8	0	0.7	5	8	0.1	-5	0	20
